SENP1 FRET inh: SENP1 (human) catalytic domain inhibition; Q9P0U3; recombinant SENP1 catalytic domain, CyPet-SUMO1-YPet FRET cleavage; inhibition, % at 10 µM; actives 0.21% (n = 360,000);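 active = inhibition at least 30% at 10 µM, raw YFP signal under a set limit, fluorescence ratio 0.5 to 1.5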;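 note: 0% = enzyme with DMSO and 100% = no enzyme wells; some results filed as inactive read as strong as hits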
Target sequence (Q9P0U3 419-644 limits assumed): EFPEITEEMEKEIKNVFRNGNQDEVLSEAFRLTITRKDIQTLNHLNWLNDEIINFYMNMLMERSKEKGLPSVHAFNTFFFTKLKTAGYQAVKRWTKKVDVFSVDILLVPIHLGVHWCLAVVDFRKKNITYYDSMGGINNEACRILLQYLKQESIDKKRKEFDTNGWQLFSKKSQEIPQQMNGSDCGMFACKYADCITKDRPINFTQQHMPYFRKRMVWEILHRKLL
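Controls: no-enzyme wells low, DMSO-plus-enzyme wells high control. Test system: human recombinant His6-tagged SENP1 catalytic domain enzyme. Reagent: SFCypet-SUMO1-SFYpet FRET protein substrate, 25 nM final. Doses: one dose per compound, 10 µM, 0.5% DMSO. Detection: FRET, CFP and YFP emission. Timing: 50 min reaction at room temperature.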
APOBEC3G inh: blocks human APOBEC3G single-stranded DNA deamination; Q9HC16; recombinant A3G, ssDNA deamination FAM/TAMRA fluorescence; inhibition, % at 20 µM; actives 0.28% (n = 330,000); AID 493012;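 active = inhibition of at least 40% at 20 µM, with no more than 30% in the related APOBEC3A deaminase screen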;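 note: plate controls were DMSO wells with A3G for no effect and wells lacking A3G enzyme for full effect; some compounds called inactive have numbers as strong as hits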
Target sequence (Q9HC16 whole entry, looked up): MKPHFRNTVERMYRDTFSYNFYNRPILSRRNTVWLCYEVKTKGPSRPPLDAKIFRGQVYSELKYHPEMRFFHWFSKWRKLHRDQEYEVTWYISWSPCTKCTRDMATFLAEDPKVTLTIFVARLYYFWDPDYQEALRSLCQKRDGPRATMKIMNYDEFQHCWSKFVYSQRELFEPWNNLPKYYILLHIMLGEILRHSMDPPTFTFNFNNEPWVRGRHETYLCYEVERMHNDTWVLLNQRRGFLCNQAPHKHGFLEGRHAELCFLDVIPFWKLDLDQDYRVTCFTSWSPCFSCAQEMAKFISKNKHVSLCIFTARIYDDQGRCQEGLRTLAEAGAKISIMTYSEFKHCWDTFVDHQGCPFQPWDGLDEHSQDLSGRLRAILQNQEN
hIAP activ: human IAP activation; activation factor at 10 µM; purified human IAP, CDP-Star luminescence, 30 min; hits give high values; 1 = vehicle-only enzyme, 0 = enzyme-free background; actives 0.16% (n = 330,000);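 active = activation factor of the enzyme at least 2-fold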; note: the source names both 10 and 20 µM as test concentration; values of inactives mirror those of a sister screen read the other way
MIN6 prolif: inducers of beta-cell replication in MIN6 cells. actives 0.29% (n = 330,000). proliferation, % at 10 µM. MIN6 cells proliferation, ATPlite luminescence, 48 h; cells starved in 0.2% serum; 100% = growth in 10% serum;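 active = compounds whose signal lies at least 3.5 SD above the mean of all wells on their plate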;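 note: 0% = DMSO-treated cells in low-serum medium and 100% = 10% serum control; some compounds called inactive have numbers as strong as hits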
hIAP block: human IAP inhibition; purified IAP, CDP-Star luminescence, 30 min; inhibition, % at 10 µM; actives 0.12% (n = 330,000);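 active = inhibition reaching a set limit with compound at 10 µM in the primary screen, cut at about 35% in these data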;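 note: plate controls were DMSO wells with enzyme for no effect and no-enzyme buffer wells for full effect; values of inactives mirror those of a sister screen read the other way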
NALP3 yeast inh: inhibitors of NALP3 inflammasome in yeast | Yeast reconstituted NLRP3/ASC/caspase-1, beta-gal luminescence, 24 h | inhibition, % at 10 µM | actives 0.39% (n = 330,000) | AID 2825;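 active = inhibition of 50% or more; inactive = inhibition below 50%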;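 note: plate controls were induced DMSO wells for no effect and uninduced yeast grown without galactose for full effect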
mIAP activ: mouse IAP activation; muIAP, CDP-Star luminescence, 30 min; hits give high values; 1 = vehicle-only enzyme signal, 0 = enzyme-free wells; activation factor at 10 µM; actives 0.24% (n = 330,000); AID 2805;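 active = activation factor of at least 2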; note: the source names both 10 and 20 µM as test concentration; values of inactives mirror those of a sister screen read the other way
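Assay system: mouse IAP enzyme / Compound: DMSO-dissolved test compounds / Timing: 30 min, room temperature / Measured by: luminescence from enzymatic CDP-Star hydrolysis / Control set: DMSO-only wells, enzyme-free buffer wells as negative control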
mIAP inh: mouse IAP inhibition. inhibition, % at 10 µM. AID 2806. purified mouse IAP, CDP-Star luminescence, 30 min. actives 0.2% (n = 330,000);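 active = inhibition of at least 40% at 10 µM in the primary screen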;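 note: plate controls were DMSO with enzyme for no effect and no enzyme wells for full effect; values of inactives mirror those of a sister screen read the other way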
APOBEC3A inh: blocks human APOBEC3A ssDNA deamination | inhibition, % at 20 µM | P31941 | actives 0.41% (n = 330,000) | recombinant A3A, FAM/TAMRA ssDNA deamination fluorescence;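 active = at least 40% inhibition at 20 µM here, with at most 30% in a related deaminase screen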;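 note: plate controls were A3A with DMSO for no effect and wells lacking A3A enzyme for full effect; some results filed as inactive read as strong as hits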
Target sequence (P31941 whole entry, looked up): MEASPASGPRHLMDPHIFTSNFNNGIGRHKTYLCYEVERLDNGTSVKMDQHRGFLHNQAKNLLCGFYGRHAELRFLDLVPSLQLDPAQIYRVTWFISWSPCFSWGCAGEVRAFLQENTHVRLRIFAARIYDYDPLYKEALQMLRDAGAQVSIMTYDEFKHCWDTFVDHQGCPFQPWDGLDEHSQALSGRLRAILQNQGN
An asterisk follows results filed as active; x = not tested or not shown; & = joins results of further samples. The list is partial; the hit share may differ from the screen's.

Screens in order – APOBEC3A inh	mIAP activ	hIAP block	MIN6 prolif	SENP1 FRET inh	APOBEC3G inh	hIAP activ	NALP3 yeast inh	mIAP inh
> C/C(=N\Nc1ccc([N+](=O)[O-])cc1[N+](=O)[O-])c1cc2c(ccc3ccccc32)oc1=O
    -5	0.92	29	-5	x	-10	0.71	11	8
> C/C=C(\C)C(=O)Nc1cccc(C2=NOC3(C2)C[C@H](C(N)=O)N(C(=O)C(c2ccccc2)c2ccccc2)C3)c1 (some centres not stated)
    -3	1.1	-8	1	1	0	1.1	13	-10
> CC(C)(CNCc1ccccc1)NS(=O)(=O)c1ccc(Cl)cc1
    0	1.8	-2	-2	-2	-2	1	16	-84
> CCOC(=O)c1sc2ncnc(NCc3ccco3)c2c1C
    16	0.88	-2	-4	0	7	1	17	12
> COc1ccc2ccccc2c1/C=N/NC(=O)CC1(C)OCCCO1
    0	1.1	2	-2	-13	-3	0.98	13	-6
> N#Cc1ccc(CN2CCN(C(=O)CC(NC(=O)c3ccccc3)c3ccccc3)CC2)cc1 (configuration not stated)
    1	1.1	-15	-5	0	-1	1.2	1	-8
> O=C(O)c1ccc(-n2c(-c3cc(C4CC4)[nH]n3)n[nH]c2=S)cc1
    -3	0.88	5	2	2	-9	0.95	8	12
> Cc1ccccc1N(C(=O)CS(=O)CC(=O)Nc1ccc(F)cc1)C(C)C(=O)NC(C)(C)C (configuration not stated)
    3	0.99	7	1	2	-2	0.93	17	1
> COc1ccc(NS(=O)(=O)c2ccc3nc(COc4ccc(Cl)c(C)c4)[nH]c3c2)cc1
    0	0.89	-4	-5	-2	-4	1	14	11
> Cc1ccc(CNC(=O)[C@@H](NC(=O)C2CCN(C(=O)[C@@H](N)CC(C)C)CC2)C(C)C)cc1
    -3	1	-6	-1	2	-2	1.1	6	-3
> CCN1C(=O)C(C(=O)NC(C)c2ccccc2)C2CC1(C)Oc1ccccc12 (configuration not stated)
    3	1.1	-26	-3	2	2	1.3	-7	-10
> CCCc1c(CC)c(=N)c2ccccc2n1C
    88	1	-6	-6	2	33	1.1	-11	-2
> O=C1c2ccccc2S(=O)(=O)N1CC1CC(c2ccc(Cl)cc2)=NO1 (configuration not stated)
    0	0.94	13	0	4	-7	0.87	28	6
> O=C(CSc1ncccn1)N1CCCCCC1
    -4	0.97	-2	3	1	-6	1	12	3
> CCCCCn1c(SC(C)C(C)=O)nc2c1c(=O)[nH]c(=O)n2C (configuration not stated)
    -1	0.99	-2	7	0	-4	1	9	1
> Cc1cccc(N2CC(C(=O)Nc3ccc(S(=O)(=O)N4CCOCC4)cc3)CC2=O)c1C (configuration not stated)
    -2	0.92	2	6	1	-12	0.97	10	8
> CC(=O)c1ccc(NC(=S)Nc2ccc(Br)c(Cl)c2)cc1
    -4	0.95	0	-7	1	-7	1	3	5
> CCn1cc(C(=O)OCC(=O)N(C)C2CCS(=O)(=O)C2)c(=O)c2ccc(C)nc21 (configuration not stated)
    0	1.1	7	-2	-1	-1	0.93	12	-8
> COc1ccc(-c2nn(-c3ccccc3)cc2C2CC(c3cccs3)=NN2C(=O)CCC(=O)O)cc1 (configuration not stated)
    3	1	1	-2	1	2	0.99	25	-3
> O=C(NCC(c1ccc(F)cc1)N1CCOCC1)c1ccc(Br)o1 (configuration not stated)
    1	1.1	-5	-1	0	0	1.1	-3	-8
> O=C(N=C1SC2CS(=O)(=O)CC2N1c1ccc(Cl)cc1Cl)C1CC1 (configuration not stated)
    -7	0.94	13	7	0	-7	0.87	-4	6
> Cc1ccc(NC(=O)C2=NNC(=O)CC2)cc1F
    5	1.1	-20	-1	0	5	1.2	-1	-6
> Cc1ccc(C)c(S(=O)(=O)NCCCN2CCOCC2)c1
    1	0.94	-3	-4	1	-4	1	28	6
> O=C(NCc1ccc(F)cc1)C1CCCN(C(=O)Nc2ccc(F)cc2)C1 (configuration not stated)
    -5	0.95	9	-1	4	27	0.91	21	5
> O=C(Cc1ccc(Cl)cc1)Nc1cccc(S(=O)(=O)N2CCCCC2)c1
    -1	2.1*	11	-5	3	-6	0.89	16	-112
> CCOC(=O)C1=C(C)NC(=O)NC1/C=C/c1ccccc1OC (configuration not stated)
    -1	1	-22	-2	0	-3	1.2	6	-4
> Fc1cccc(F)c1-c1nc2c(s1)CCc1onc(-c3ccc(Br)cc3)c1-2
    -1	1.1	17	-3	2	-5	0.83	13	-7
> CCN1CCN(C(=O)C(NS(=O)(=O)c2ccc3nc(C)sc3c2)C(C)C)CC1 (configuration not stated)
    -3	1	1	1	1	-8	0.99	15	-4
> COc1cccc(Cn2c(N)c(C#N)c3nc4ccccc4nc32)c1OC
    -2	1.3	-14	-1	-42	-7	1.1	1	-26
> CCCCN=C1N/C(=C\c2ccco2)C(=O)N1c1ccccc1
    -2	0.93	-8	-4	-33	-3	1.1	27	7
> Cc1ccc(S(=O)(=O)N2CCN(C(=O)CCc3nc4ccccc4c(=O)[nH]3)CC2)c(C)c1
    0	1	-2	-2	-10	-6	1	0	-2
> NS(=O)(=O)OCC1CCCCC1
    -6	1	18	-4	2	-7	0.82	-12	0
> CN(CCO)C(=O)c1ccc(-c2nn(C)c(=O)c3ccccc23)cc1
    -2	1	13	-1	-1	-7	0.87	8	0
> CCc1nc2c(s1)CCc1onc(-c3ccc(Cl)cc3)c1-2
    -6	1.1	7	-4	1	-13	0.93	7	-12
> COc1ccc(S(=O)(=O)N2CC=C(C(=O)NC3CCCC3)CC2)cc1
    2	0.95	-21	-2	1	1	1.2	2	4
> O=c1cc(-c2ccccc2)oc2ccc(O)cc12
    2	1	6	-2	2	0	0.94	14	0
> C=CCOn1c(-n2nc(C)cc2C)nc2ccccc2c1=O
    -5	1	-12	-1	2	-8	1.1	-3	-1
> O=C(COC(=O)c1cccc(S(=O)(=O)NCc2ccccc2)c1)Nc1ccccc1OC(F)F
    0	0.96	4	0	3	-3	0.96	-10	4
> Cc1ccc(NC(=O)COC(=O)CSC(=S)N2CCOCC2)cc1
    0	1	13	-1	3	-7	0.87	14	-3
> Cc1ccsc1C(=O)OCC(=O)N(Cc1ccccc1)C(C)C
    -2	1.1	-18	0	1	-3	1.2	7	-8
> O=C(COC(=O)C(Cc1ccccc1)NC(=O)c1ccc(Cl)cc1)c1ccc(Cl)cc1 (configuration not stated)
    -3	0.88	7	-1	4	-5	0.93	17	12
> CC(C)COc1ccc(C(=O)Nc2scc(-c3ccc(Cl)cc3Cl)c2C(N)=O)cc1
    -3	0.89	7	-4	3	-6	0.93	-21	11
> COc1cc(OC)cc(C(=O)N(Cc2cc3cc(C)ccc3[nH]c2=O)C(C)C)c1
    -3	0.93	8	1	2	-12	0.92	18	7
> COc1ccc(CCNc2oc(COc3ccccc3)nc2C#N)cc1
    -1	1.1	-9	-4	-2	-8	1.1	18	-8
> O=C(CSc1nc2ccccc2[nH]1)Nc1nc(-c2ccc(Br)cc2)cs1
    -4	0.96	-10	0	2	-7	1.1	9	4
> CCc1nnc(NC(=O)c2ccc(S(=O)(=O)N(CCOC)CCOC)cc2)o1
    -2	0.99	-4	-1	2	1	1	3	1
> COc1ccc(OC)c(CNC(=O)C2CCCN(c3ncnc4c3nc3n4CCCCC3)C2)c1 (configuration not stated)
    -5	0.97	-27	1	3	-8	1.3	2	3
> O=C(Nc1nc2ccc([N+](=O)[O-])cc2s1)C1CCCO1 (configuration not stated)
    -1	1	-1	-4	-13	-3	1	22	-2
> Cc1ccc(N=Nc2c(N)n(-c3ccccc3)[nH]c2=O)cc1
    -1	0.84	11	-3	2	-4	0.89	9	16
> COc1ccc(CN=C(Nc2ccccc2)SC2CC(=O)N(C)C2=O)cc1 (configuration not stated)
    -2	0.9	5	2	-1	-2	0.95	2	10
> Cc1[nH]c(=O)[nH]c1CN1CCCCC1
    -3	0.93	9	0	x	-2	0.91	-28	7
> CCOC(=O)N1CCc2c(sc(N)c2C#N)C1
    0	0.81	-4	-2	x	49*	1	-3	19
> CC1Cc2ccccc2N1c1ncnc(N)c1[N+](=O)[O-] (configuration not stated)
    -3	1.1	-5	3	3	-3	1.1	46	-10
> CCN(CC(=O)N1CCc2ccccc2C1)S(=O)(=O)c1ccc2ccccc2c1
    -8	1	-13	-1	0	-9	1.1	1	-5
> Cc1cc(NC(=O)CSc2sc3c(O)cc(=O)[nH]c3c2C#N)ccc1Br
    12	0.8	7	2	-14	0	0.93	22	20
> CCCCn1c(CCNC(=O)c2cccs2)nc2ccccc21
    1	0.99	-7	1	0	0	1.1	20	1
> COc1cccc(C2=NOC(C(=O)Nc3cccnc3Cl)C2)c1 (configuration not stated)
    1	1.1	-12	0	0	3	1.1	20	-6
> O=C(Nc1cccc2ccccc12)NC(Cc1ccccc1)C(=O)O (configuration not stated)
    -1	0.94	4	-1	1	-7	0.96	12	6
> Cc1ccc(-n2c(C)cc(/C=N/NC(=O)CN(c3ccc(C)cc3C)S(C)(=O)=O)c2C)cc1
    -4	1.5	-30	-3	-2	-6	1.3	8	-45
> CN(C)c1nc2sc3c(c2c(=O)n1C)CC(C)(C)OC3
    2	1.1	-16	-5	2	-4	1.2	15	-8

(cont.)
Screens in order – APOBEC3A inh	mIAP activ	hIAP block	MIN6 prolif	SENP1 FRET inh	APOBEC3G inh	hIAP activ	NALP3 yeast inh	mIAP inh
> c1ccc(CCC2=NCCn3cccc32)cc1
    2	1	-14	2	-56&-65	-5	1.1	10	-1
> O=C(Cn1c(=O)c2c(ncn2Cc2ccccc2)n(Cc2ccccc2)c1=O)NC1CC1
    1	1	-2	0	-1	-5	1	-1	0
> CCOc1ccccc1NC(=O)C1CC2CCCC(C1)C2=O (configuration not stated)
    -2	1	-5	-2	1	-7	1.1	-4	0
> CCC(C)Nc1nc(N)c([N+](=O)[O-])c(Nc2cc(OC)ccc2OC)n1 (configuration not stated)
    6	0.96	-4	-3	1	6	1	13	4
> COc1ccccc1C(=O)Nc1c2c(nn1-c1ccc(Cl)cc1)CS(=O)(=O)C2
    2	1	-18	4	1	2	1.2	1	-4
> CC(=O)N1c2ccc(S(=O)(=O)N(C)Cc3ccco3)cc2CC1C (configuration not stated)
    -5	1	-22	-4	-1	-6	1.2	12	-2
> COCC(=O)Nc1cccc(C(F)(F)F)c1
    -2	0.93	7	-3	-1	-4	0.93	-6	7
> CC(=O)Nc1cc(C(=O)OCc2cccc([N+](=O)[O-])c2)ccc1C
    0	0.96	9	1	0	-4	0.91	3	4

Screening data deposited in PubChem by Sanford-Burnham Center for Chemical Genomics.
